Screening results as filed in PubChem BioAssay.
PAFAH2 FP inh = PAFAH2 (human) inhibition; recombinant PAFAH2, FP-rhodamine activity probe, fluorescence polarization; inhibition, % at 3.39 µM; 340,000 tested, 0.99% active; AID 492956;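 active = inhibition above the mean over all tested compounds plus 3 SD, cut at about 30% in these data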;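 note: inhibitors block probe labeling of enzyme so polarization drops; 0% = enzyme with DMSO and 100% = wells lacking PAFAH2 protein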
LYPLA2 inh = blocks human lysophospholipase 2, a PME1 counter-screen | O95372 | recombinant LYPLA2, FP-Rh probe fluorescence polarization | inhibition, % at 5.9 µM | 320,000 tested, 0.38% active;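 active = inhibition above the screen-wide mean plus 3 SD, limit set per campaign, cut at about 26% in these data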;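 note: 0% = LYPLA2 with DMSO and 100% = wells lacking LYPLA2 enzyme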
LYPLA1 inh = counter-screen for PME1 inhibitors: inhibitors of human LYPLA1; O75608; inhibition, % at 5.9 µM; recombinant LYPLA1, FP-Rh probe fluorescence polarization; 320,000 tested, 0.16% active;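 active = inhibition above the mean of all tested compounds plus 3 SD, set per campaign, cut at about 14% in these data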;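 note: inhibitors block serine hydrolase probe labeling of LYPLA1 so polarization falls; 0% = enzyme with DMSO and 100% = wells lacking LYPLA1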
Target sequence (O75608 whole entry, looked up): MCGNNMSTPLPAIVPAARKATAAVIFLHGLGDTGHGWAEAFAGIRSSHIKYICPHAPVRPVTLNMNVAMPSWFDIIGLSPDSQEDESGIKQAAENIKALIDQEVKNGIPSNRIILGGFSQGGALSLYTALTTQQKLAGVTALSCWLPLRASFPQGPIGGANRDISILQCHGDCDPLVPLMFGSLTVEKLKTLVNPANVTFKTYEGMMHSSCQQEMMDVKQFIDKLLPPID
PAFAH1B3 FP inh = blocks human PAF acetylhydrolase 1B catalytic subunit 3 | recombinant PAFAH1B3, FP-rhodamine probe, fluorescence polarization | inhibition, % at 3.39 µM | 340,000 tested, 0.28% active | AID 492972;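 active = inhibition above the screen-wide average of all tested compounds plus 3 SD, cut at about 25% in these data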;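 note: 0% = enzyme with DMSO only and 100% = wells lacking PAFAH1B3 protein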
PREPL inh = inhibitors of human prolyl oligopeptidase-like enzyme PREPL; Q4J6C6; 320,000 tested, 0.68% active; AID 2751; recombinant PREPL, fluorescence polarization activity-based probe; inhibition, % at 5.96 µM; in the data active = inhibition above about 43%;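 note: 0% = enzyme with DMSO and 100% = wells lacking enzyme; many of its hits are not listed in these tables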
Target sequence (Q4J6C6 whole entry, looked up): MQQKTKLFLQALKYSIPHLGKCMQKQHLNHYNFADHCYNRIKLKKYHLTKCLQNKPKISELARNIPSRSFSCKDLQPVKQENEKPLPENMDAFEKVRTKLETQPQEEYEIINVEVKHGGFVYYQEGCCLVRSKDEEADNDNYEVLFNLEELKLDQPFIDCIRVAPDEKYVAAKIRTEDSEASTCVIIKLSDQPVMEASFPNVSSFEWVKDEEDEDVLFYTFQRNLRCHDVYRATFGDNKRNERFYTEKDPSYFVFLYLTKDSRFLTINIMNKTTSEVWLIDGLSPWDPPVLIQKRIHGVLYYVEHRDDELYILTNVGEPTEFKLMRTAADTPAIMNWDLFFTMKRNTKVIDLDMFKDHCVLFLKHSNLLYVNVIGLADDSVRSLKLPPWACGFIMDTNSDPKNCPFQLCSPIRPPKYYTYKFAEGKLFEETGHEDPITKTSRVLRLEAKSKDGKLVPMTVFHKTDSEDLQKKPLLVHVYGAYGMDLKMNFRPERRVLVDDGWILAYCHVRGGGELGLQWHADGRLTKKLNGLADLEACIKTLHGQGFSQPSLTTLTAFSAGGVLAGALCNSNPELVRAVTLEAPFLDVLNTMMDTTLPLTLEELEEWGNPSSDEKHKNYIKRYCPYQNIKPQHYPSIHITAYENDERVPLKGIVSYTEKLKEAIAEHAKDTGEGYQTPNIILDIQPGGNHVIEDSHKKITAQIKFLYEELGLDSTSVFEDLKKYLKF
EBNA-1 inh = blocks EBNA-1 binding to DNA | EBNA-1 DNA binding, fluorescence polarization | inhibition, % at 14.8 µM | 300,000 tested, 0.34% active | AID 1950; in the data active = inhibition above about 28%
pPAFAH FP inh = pPAFAH (human) enzyme inhibition. recombinant pPAFAH, FP-rhodamine probe fluorescence polarization. inhibition, % at 3.39 µM. 330,000 tested, 1.5% active;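 active = inhibition above the mean inhibition across the screen plus 3 SD, cut at about 25% in these data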;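 note: inhibitors block binding of the rhodamine activity-based probe so polarization drops; 0% = enzyme with DMSO and 100% = wells lacking pPAFAH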
PAFAH1B2 FP inh = inhibitors of human PAFAH1B2; inhibition, % at 3.39 µM; AID 492953; 340,000 tested, 1.2% active; recombinant PAFAH1B2, FP-rhodamine activity probe, fluorescence polarization;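 active = inhibition above the mean of all tested compounds plus 3 SD, cut at about 24% in these data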;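 note: 0% = enzyme with DMSO and 100% = wells lacking PAFAH1B2; many of its hits are not listed in these tables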
ZTA counter = ZTA (EBV) inhibition in EBNA-1 counter-screen; inhibition, % at 11 µM; ZTA-DNA binding, fluorescence polarization; P03206; 320,000 tested, 0.15% active; in the data active = inhibition above about 33%
* marks the source's active call; other numbers are inactive results; / = no result given.

SMILES | PAFAH2 FP inh | LYPLA2 inh | LYPLA1 inh | PAFAH1B3 FP inh | PREPL inh | EBNA-1 inh | pPAFAH FP inh | PAFAH1B2 FP inh | ZTA counter
O=C(C1CCC(Cn2c(=S)[nH]c3ccccc3c2=O)CC1)N1CCN(c2ccccn2)CC1 (configuration not stated) | 3 | 10 | -2 | -2 | 0 | 3 | 2 | 1 | 17
COC(=O)C1CN(C(=O)COc2ccc(C)c(C)c2)c2ccccc2O1 (configuration not stated) | 5 | 2 | 4 | -3 | -3 | -4 | 5 | 4 | -9
Nc1nc(CSc2nnc(-c3cccc(F)c3)n2-c2ccccc2)nc(N2CCOCC2)n1 | -1 | -5 | -4 | 3 | 7 | -7 | 3 | 2 | 2
O=[N+]([O-])c1ccc(N2CCCCC2)cn1 | 1 | -2 | -4 | 3 | -1 | 7 | 3 | -1 | -7
O=C(O)CSc1nnc(-c2ccccc2O)n1Cc1ccccc1 | 9 | -5 | -1 | 6 | -6 | -4 | 3 | 19 | 14
CC1CCC2CCCCC2N1C(=O)c1cc([N+](=O)[O-])cc([N+](=O)[O-])c1 (configuration not stated) | 12 | 4 | 1 | 3 | 0 | -4 | 6 | 25* | -10
COc1c(Br)cc(Br)cc1/C=C1/C(=O)N=C(N)N1C | 6 | -11 | -2 | -3 | 1 | 3 | -4 | -3 | -3
COc1ccc(OC)c(NC(=O)CCn2ccnc2)c1 | 4 | 6 | -3 | 4 | 15 | -1 | 7 | 7 | -12
CCN(CCCNC(=O)C1CCN(C(=O)c2cc3sccc3n2C)CC1)Cc1ccccc1 | 3 | 0 | -2 | 5 | 11 | -4 | -1 | 0 | -2
CCCn1c(NCc2ccc3c(c2)OCO3)nc2ccccc21 | -1 | -3 | -3 | 5 | 22 | -10 | -1 | 16 | 9
CCc1ccc(-c2cn(-c3nc(C)cc(C)n3)c(=N)o2)cc1 | -4 | 4 | 2 | 2 | 25 | -7 | 1 | 9 | -11
Cc1ccc(N(C)S(=O)(=O)c2ccc3[nH]cc(C(=O)NCCCN4CCOCC4)c(=O)c3c2)cc1C | 0 | -6 | -9 | 6 | -6 | -9 | 2 | 2 | 6
Cc1ccccc1Cn1nnc(C(=O)Nc2ccc3c(c2)OCCO3)c1N | -1 | 6 | 0 | 4 | 10 | 7 | 5 | 4 | 16
CCO[C@@H]1OC(C(=O)NCc2nc3ccccc3[nH]2)=C[C@H](C2CCCCC2)[C@H]1CCCO | -13 | -5 | 0 | 7 | 2 | -1 | 0 | 3 | -1
CN(C)CCCN(Cc1ccccc1)C(=S)Nc1cccc(C(F)(F)F)c1 | 3 | 6 | -4 | 5 | -8 | 0 | -2 | 6 | -10
O=C(/C=C/c1ccccc1)Oc1ccc(C(=S)N2CCOCC2)cc1 | 3 | 1 | -4 | 7 | 6 | 13 | 2 | -1 | 7
C/C(=N\NC(=O)c1cccs1)c1c(O)cc(C)oc1=O | -66 | -3 | -2 | 1 | 11 | -9 | -3 | 2 | 0
CCOC(=O)C(NC(=O)OC(C)C)(Nc1nccs1)C(F)(F)F (configuration not stated) | -8 | 0 | -1 | -1 | 1 | -10 | 1 | 1 | -6
Cc1cccc(Nc2nc3c(c(=O)n(C)c(=O)n3C)n2CC(O)CO)c1 (configuration not stated) | 4 | -5 | -2 | 3 | 15 | -12 | 3 | 1 | -14
CC1(C)CC(CCC(=O)Nc2ccc(S(N)(=O)=O)cc2)C(=O)O1 (configuration not stated) | -5 | -2 | 0 | 7 | -7 | -1 | 2 | 5 | 4
CC(C)c1ccc(NC2CCCN(C(=O)c3ccccc3-c3ncc[nH]3)C2)cc1 (configuration not stated) | 2 | 4 | 1 | 0 | 19 | -9 | 3 | 5 | -11
CN(C)/C=N/c1nc2nccc(-c3cccs3)n2n1 | 5 | 1 | 1 | 1 | -2 | -4 | -4 | 2 | -7
Cc1ccc(C(=O)N[C@H](C(=O)OCC(=O)c2ccc[nH]2)C(C)C)cc1 | 2 | -1 | -1 | -5 | -2 | -12 | 2 | 3 | -4
Cn1c(N)c(C(=O)COC(=O)c2cncc(Br)c2)c(=O)n(C)c1=O | 1 | 4 | 0 | 9 | -13 | 5 | -1 | -1 | -6
CCN(C[C@H]1N[C@@](Cc2ccccc2)(C(=O)OC)[C@H]2C(=O)N(Cc3ccccc3)C(=O)[C@@H]12)C(=O)Nc1ccc(C(F)(F)F)cc1 | -28 | / | / | -12 | -15 | / | -17 | -11 | /
COc1ccc(CCNC(=O)c2cccnc2Cl)cc1OC | -3 | -1 | 1 | -2 | 5 | -6 | 4 | 3 | 6
CCCn1c(=O)c(C(=O)Nc2ccccc2)c(O)c2ccccc21 | -3 | -2 | -2 | 6 | 7 | -3 | 1 | 6 | 4
Cc1cccc(OCC(=O)Nc2ccc(C(=O)NCc3cccnc3)cc2)c1 | / | -1 | -1 | / | -36 | 9 | 6 | / | -8
COc1ccc(S(=O)(=O)N2CCOCC2)cc1NC(=O)CCCOc1ccccc1 | 6 | / | / | 4 | 4 | / | 2 | 1 | /
O=C(NNC1=Nc2ccccc2SC1)c1cccc([N+](=O)[O-])c1 | / | 4 | 0 | / | 2 | -2 | 3 | / | -3
CCOc1ccc(N(CC(=O)NC2CCCC2)C(=O)CCCC(=O)Nc2ccccn2)cc1 | 4 | -1 | 4 | -2 | 8 | 4 | -2 | -5 | 5
O=C(CSc1ncn(-c2ccccc2)n1)Nc1ccc(Br)cn1 | 8 | -1 | -2 | 4 | -40 | 5 | -2 | 6 | -12
Cc1cc(C)cc(C(=O)NC(CC(N)=O)c2ccc(NCCN3CCCC3)c([N+](=O)[O-])c2)c1 (configuration not stated) | 1 | -9 | -2 | 10 | -1 | -5 | -9 | 0 | 3
O=C(Cn1c2c(c(=O)n3ncnc13)CCC2)N/N=C/c1cccs1 | / | 1 | -1 | / | 11 | 1 | -2 | / | -5
COC(=O)c1ccc(COC(=O)c2[nH]c(C)c(C(C)=O)c2C)o1 | -3 | 6 | 2 | -4 | -5 | -9 | 1 | 1 | -2
Cc1ccc(S(C)(=O)=O)cc1C(=O)Nc1cccc(S(=O)(=O)N2CCCCCC2)c1 | 11 | -3 | 0 | 0 | 7 | / | 3 | 2 | 7
Cc1ccccc1[C@@H]1C(C#N)=C(N)S[C@H]1C(=O)c1ccccc1 | -3 | -1 | -1 | 0 | -2 | 3 | 15 | -1 | 2
O=C(Nc1ccnn1C1CCN(C2CCOCC2)CC1)c1cccc(F)c1 | 0 | 5 | 5 | 5 | -1 | 6 | 1 | 3 | 9
CCC(=O)Nc1ccc(N2CCOCC2)c(S(=O)(=O)Nc2ccc(Cl)cc2)c1 | 11 | -2 | -7 | -6 | 2 | / | 5 | 2 | -5
COc1ccc(NC(=O)CCCN2C(=O)CN(C)C2=O)cc1Cl | 11 | 2 | 0 | 6 | 0 | / | 2 | 5 | 7
Cn1c(COc2ccccc2)nnc1SCCN1CCOCC1 | -4 | -1 | 0 | 5 | 12 | 5 | 4 | 2 | 16
CNC(=O)COc1coc(CN2CCN(c3cccc(Cl)c3)CC2)cc1=O | 2 | 8 | 2 | 5 | 5 | -12 | -6 | 2 | -7
O=C(Nc1ccccc1C(F)(F)F)N1CCN(C(c2ccccc2)c2ccccc2)CC1 | 2 | 11 | 5 | 4 | 3 | -3 | 2 | 8 | 3
CN1CCC(=NNC(=O)c2cc(-c3ccc(Cl)cc3)n[nH]2)CC1 | -2 | -1 | -4 | 8 | -13 | 2 | 0 | 2 | -5
Cc1ccc(C)c(Oc2cc(NC(=O)CCCn3nc(C)c([N+](=O)[O-])c3C)cc([N+](=O)[O-])c2)c1 | -34 | -20 | -22 | -35 | 6 | -1 | -13 | -18 | 4
CCC1CCCCN1CCCNC(=O)CN1C(=O)c2cccnc2Oc2ccc(C)cc21 (configuration not stated) | 1 | 6 | 1 | 5 | -1 | -8 | 5 | -3 | -24
C=CCCC(=O)NC1CC(C)(C)Cc2c1cnn2-c1ccc(OC)cc1 (configuration not stated) | -9 | 0 | 2 | 8 | -5 | -2 | -3 | 0 | 28
Cc1ccc(OCC(=O)Nc2cccc(O)c2)cc1C | 5 | 7 | 1 | -1 | -6 | -9 | 6 | 4 | -15

Random excerpt: two compounds from above.
SMILES | PAFAH2 FP inh | LYPLA2 inh | LYPLA1 inh | PAFAH1B3 FP inh | PREPL inh | EBNA-1 inh | pPAFAH FP inh | PAFAH1B2 FP inh | ZTA counter
O=C(/C=C/c1ccccc1)Oc1ccc(C(=S)N2CCOCC2)cc1 | 3 | 1 | -4 | 7 | 6 | 13 | 2 | -1 | 7
COc1ccc(S(=O)(=O)N2CCOCC2)cc1NC(=O)CCCOc1ccccc1 | 6 | / | / | 4 | 4 | / | 2 | 1 | /

Remaining list, next part.
SMILES | PAFAH2 FP inh | LYPLA2 inh | LYPLA1 inh | PAFAH1B3 FP inh | PREPL inh | EBNA-1 inh | pPAFAH FP inh | PAFAH1B2 FP inh | ZTA counter
CCc1cc(=O)oc2cc3occ(-c4ccc(OC)c(F)c4)c3cc12 | -12 | -11 | -11 | -27 | -7 | 23 | -3 | -11 | -6
O=C(C1CCN(S(=O)(=O)c2ccc(Cl)cc2)CC1)N1CCOCC1 | 2 | 5 | 3 | -5 | 2 | 10 | 2 | 15 | 6
CCOC(=O)c1c(C)[nH]c(C)c1C(=O)COC(=O)c1cccnc1Cl | 2 | / | / | 10 | 0 | / | 4 | -2 | /
CCCCNS(=O)(=O)c1ccc2nc(SCC(=O)c3ccccc3OC)[nH]c2c1 | -3 | -1 | -6 | -2 | -4 | 4 | 4 | 2 | 6
Cn1c(NC(=O)c2ccc(S(=O)(=O)N3CCOCC3)cc2)cc(=O)n(C)c1=O | -1 | -10 | 2 | -9 | 13 | 2 | 1 | 1 | 4
CCNC(=O)/C=C/c1ccccc1[N+](=O)[O-] | 6 | 1 | 3 | 0 | 6 | -2 | 3 | 2 | 0
CC1CCc2sc(C(=O)NN=C3CCC(c4ccccc4)CC3)cc2C1 (configuration not stated) | -2 | 3 | -3 | -5 | 2 | -6 | 2 | -2 | -6
Cc1nc2ccccc2nc1N/N=C/c1ccc(O)cc1O | 3 | -8 | -5 | 6 | 21 | -15 | 6 | 2 | 6
CCOc1ccccc1NC(=O)Cn1c(C)cc(COC)c(C#N)c1=O | -5 | -4 | 0 | 5 | -4 | 1 | 3 | 1 | 3
O=C(OCc1nc2ccsc2c(=O)[nH]1)c1ccco1 | 4 | 6 | 0 | -9 | 6 | -3 | 0 | 15 | -15
Cc1ccc(S(=O)(=O)N/N=C\c2ccc([N+](=O)[O-])o2)cc1C | 1 | 7 | -2 | 11 | -2 | 8 | 4 | 8 | -13
COc1ccccc1C(OC(=O)c1ccco1)C(=O)NC(C)(C)C (configuration not stated) | 10 | -4 | -1 | 14 | 1 | -1 | 2 | 3 | 5
O=C(Nc1ccc2c(c1)CN(Cc1ccco1)CC2)C1CCCO1 (configuration not stated) | 4 | -3 | 0 | 9 | 13 | 7 | 5 | 3 | 6
CC(=O)N(Cc1ccc(F)cc1)c1cccc(C)c1C | -4 | 0 | -4 | 0 | -6 | 13 | -2 | 10 | -5
COc1ccc(C(=O)NC2CCN(S(=O)(=O)Cc3ccccc3)CC2)c(OC)c1 | -8 | -3 | -3 | 1 | 6 | 6 | -7 | 2 | 8
S=c1nc2c(n[nH]1)c1ccccc1n2CCc1ccccc1 | 0 | 11 | 0 | 10 | 9 | 1 | 5 | -1 | -4
Cc1ccc(-c2cc(-c3ccc(C)o3)nc(N)c2C#N)cc1 | 3 | 2 | -3 | 3 | 31 | 0 | 22 | 4 | -17
Cc1cc(OCCN2CCOCC2)nc2ccccc12 | 7 | 5 | 0 | 0 | -13 | 1 | -2 | 0 | 3
COc1cc(NC(=O)COC(=O)c2n[nH]c3ccccc23)c(C)cc1[N+](=O)[O-] | 16 | -11 | -6 | 10 | 0 | 18 | -5 | 1 | 7

A portion of the library, so the mix of outcomes need not match the whole.
